RGS12 GoLoco inh: RGS12 GoLoco-Gai1 interaction inhibition; P63096; Gai1:RGS12 GoLoco peptide FP, rhodamine, 10 min; Potency, µM (series often up to 61.6 µM), inactives show at the highest dose activity, negative = inhibition, hits mostly inhibitors; 230,000 compounds, 0.44% hits; active = well fitted inhibition curve with a large enough effect, not every such curve was filed as active; inactive = no such curve, though single readings can be large or run the other way; also: nearly all actives have a fitted effect of over 30% in size; many of its hits are not listed in these tables
Target sequence (P63096 whole entry, looked up): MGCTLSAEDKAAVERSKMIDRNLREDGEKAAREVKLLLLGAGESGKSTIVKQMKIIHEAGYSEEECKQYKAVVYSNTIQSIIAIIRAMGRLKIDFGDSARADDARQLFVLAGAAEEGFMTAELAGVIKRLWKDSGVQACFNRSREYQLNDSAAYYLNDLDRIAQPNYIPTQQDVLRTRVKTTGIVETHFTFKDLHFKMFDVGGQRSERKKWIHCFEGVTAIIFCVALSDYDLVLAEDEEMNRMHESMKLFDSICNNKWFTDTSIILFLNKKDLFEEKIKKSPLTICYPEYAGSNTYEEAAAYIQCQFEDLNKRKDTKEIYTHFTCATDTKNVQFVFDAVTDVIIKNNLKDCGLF
TR SRC2 fluor cs: Texas Red fluorescence interference in TRb-SRC2 counter-screen; AID 1479; 280,000 compounds, 0.29% hits; Potency, µM (doses to about 106 µM), without a hit: at the top dose fluorescence change, negative = quenching; TRb/SRC2 Texas Red total fluorescence interference; active = well fitted curve in either direction with a large enough effect; inconclusive = small, poorly fitted or top-dose-only effect
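Human TRβ ligand-binding domain (0.6 uM) and Texas Red SRC2 peptide (20 nM) in Tris buffer with 1 uM T3 and 5% DMSO were incubated with pinned compound for 5 hr at ambient temperature. Total fluorescence was computed as S + 2P (555/632 nm).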
L3MBTL1 block: blocks human L3MBTL1. Q9Y468. AlphaScreen L3MBTL1–H3K9me1 peptide binding. Potency, µM (top dose mostly 57.1 µM), for the others: top-dose activity, negative = inhibition, hits mostly inhibitors. 230,000 compounds, 0.66% hits. AID 485360; also: nearly all actives have a fitted effect of over 60% in size
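Read-out is AlphaScreen signal from streptavidin donor and nickel chelate acceptor beads (10 ug/mL final each) bridging L3MBTL1 (50 nM) and biotinylated K9-monomethylated H3(1-15) peptide (75 nM), after 30 min compound exposure at room temperature.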
aGlu spleen mod: inhibitors or activators of human alpha-glucosidase in spleen homogenate | Potency, µM (highest dose often 79.9 µM), for the others: at the highest dose activity change, negative = inhibition, hits mostly inhibitors | human spleen homogenate, 4-MU-alpha-glucoside fluorescence | 240,000 compounds, 0.006% hits;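 also: 0% = enzyme with vehicle and -100% = no enzyme basal signal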
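Compounds were titrated against alpha-glucosidase in spleen homogenate at pH 5.0, with 1 mM 4-methylumbelliferyl substrate for 40 min at 37 C. Reactions were quenched with pH 10 NaOH/glycine and fluorescence measured.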
GAA glycogen mod: inhibitors or activators of human alpha-glucosidase glycogen cleavage; 300,000 compounds, 0.38% hits; recombinant GAA, glycogen substrate, Amplex Red glucose oxidase fluorescence; Potency, µM (top dose mostly 76.4 µM), inactives show top-dose activity change, negative = inhibition, usual class: inhibitors; P10253;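 also: 0% = full enzyme reaction and -100% = no-enzyme basal signal; the screen sought inhibitors and activators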
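qHTS, 1536-well; enzyme 4 nM final; cpd up to 77 uM; substrate bovine liver glycogen 30 ug; 50 mM citrate/phosphate pH 5.0, 0.01% Tween-20; 37 C, 40 min; Amplex Red detection 45 min RT; Hill fit → AC50.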
RECQ1 helicase: RECQ1 (human) helicase inhibition | 240,000 compounds, 0.54% hits | AID 2549 | Potency, µM (doses to about 57.3 µM), without a hit: top-dose activity, negative = inhibition, actives largely listed as inhibitors | RECQ1 DNA unwinding, red fluorescence kinetic read;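 also: plate controls were vehicle for no effect and no enzyme for full effect; nearly all actives have a fitted effect of over 30% in size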
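RECQ1T1 50 nM; forked duplex (20 bp + 30-nt ss tails) 200 nM, ATP 2 mM final; pH 8.0, 2 mM MgCl2, 2.5 ug/ml poly(dI-dC); 15 min compound preincubation; discontinuous kinetic read over 2 h at RT.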
GAA inhib: inhibitors of human lysosomal alpha-glucosidase; 200,000 compounds, 0.005% hits; P10253; purified human GAA, 4-MU-alpha-glucoside fluorescence; Potency, µM (doses to about 76.9 µM), for the others: at the highest dose activity change, negative = inhibition, most hits filed as inhibitors;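 also: plate controls were uninhibited enzyme wells for no effect and no-enzyme background for full effect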
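Fluorogenic assay: 4 nM human alpha-glucosidase with 400 uM 4-methylumbelliferyl-alpha-D-pyranoside in 50 mM citrate/phosphate, 0.005% Tween-20, pH 5.0, 20 min at room temperature. Compounds tested up to 77 uM; AC50 from Hill fits.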
TRb SRC2 PPI: disrupts binding of human TR beta to SRC2. P10828. TRbeta-SRC2 peptide binding, fluorescence polarization; receptor liganded with 1 µM T3. Potency, µM (series often up to 106 µM), for inactives: top-dose activity change, negative = inhibition, hits mostly inhibitors. 280,000 compounds, 0.065% hits. AID 1469;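 also: plate controls were bound peptide for no effect and peptide without receptor for full effect; nearly all actives have a fitted effect of over 50% in size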
Target sequence (P10828 whole entry, looked up): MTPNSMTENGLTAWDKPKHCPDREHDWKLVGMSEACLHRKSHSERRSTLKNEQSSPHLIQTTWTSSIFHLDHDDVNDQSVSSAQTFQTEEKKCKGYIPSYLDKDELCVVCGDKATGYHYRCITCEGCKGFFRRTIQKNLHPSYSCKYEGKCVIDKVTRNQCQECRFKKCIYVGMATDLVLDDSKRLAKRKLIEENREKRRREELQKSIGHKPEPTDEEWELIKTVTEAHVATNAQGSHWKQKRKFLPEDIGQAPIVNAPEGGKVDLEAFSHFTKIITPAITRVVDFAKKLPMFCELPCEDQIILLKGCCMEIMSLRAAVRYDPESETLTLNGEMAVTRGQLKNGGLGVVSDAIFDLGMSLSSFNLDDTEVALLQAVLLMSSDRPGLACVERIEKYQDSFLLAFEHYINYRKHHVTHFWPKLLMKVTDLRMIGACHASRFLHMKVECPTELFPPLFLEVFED
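Quantitative HTS by FP: 0.6 uM TRb LBD, 20 nM labeled SRC2 20-mer, 1 uM T3, 5% DMSO; 5 hr ambient incubation; % activity per concentration and potencies from concentration series.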
Numbers without * were called inactive; i = inactive; ? = inconclusive; nt = not tested or not shown; [ ] = dose if it differs, or a comment. Unless noted, calls follow the shape of the dose curve; as a rule, active = well fitted curve in the direction sought with a large enough effect; inconclusive = small, poorly fitted or top-dose-only effect, or another doubt; inactive = no such curve, though single readings can be large; an effect the other way counts as inactive or inconclusive. Unless noted, % is scaled to controls: 0 for no effect and ±100 for the full control effect; potency is read from the fitted curve at half-maximal effect. This is a subset; rates above refer to the full screens.

Start of the listing, in advance, four compounds:
nr	Structure	RECQ1 helicase	TRb SRC2 PPI	GAA inhib	TR SRC2 fluor cs	L3MBTL1 block	RGS12 GoLoco inh	aGlu spleen mod	GAA glycogen mod
1	COc1ccc2c(c1)CCc1c(C(=O)NCCc3ccc(OC)c(OC)c3)noc1-2	-14%	1%	-1%	2%	1%	4%	?	1%
2	CC(C)c1ccc(N(CC(=O)N/N=C/c2ccc(OC3CSC3)cc2)S(=O)(=O)c2ccccc2)cc1	-6%	?	1%	-3%	9%	9%	-2%	10%
3	Nc1cccc(CCc2nc3ccccc3[nH]2)c1	-6%	-3%	-1%	-1%	7%	9%	6%	-1%
4	O=C(CNC(=S)N(Cc1ccccc1)Cc1ccccc1F)NCc1ccccc1	-18%	2%	-7%	-1%	-22%	-1%	-1%	-11%

All compounds of this part, repeating the preview:
nr	Structure	RECQ1 helicase	TRb SRC2 PPI	GAA inhib	TR SRC2 fluor cs	L3MBTL1 block	RGS12 GoLoco inh	aGlu spleen mod	GAA glycogen mod
1	COc1ccc2c(c1)CCc1c(C(=O)NCCc3ccc(OC)c(OC)c3)noc1-2	-14%	1%	-1%	2%	1%	4%	?	1%
2	CC(C)c1ccc(N(CC(=O)N/N=C/c2ccc(OC3CSC3)cc2)S(=O)(=O)c2ccccc2)cc1	-6%	?	1%	-3%	9%	9%	-2%	10%
3	Nc1cccc(CCc2nc3ccccc3[nH]2)c1	-6%	-3%	-1%	-1%	7%	9%	6%	-1%
4	O=C(CNC(=S)N(Cc1ccccc1)Cc1ccccc1F)NCc1ccccc1	-18%	2%	-7%	-1%	-22%	-1%	-1%	-11%
5	COC(=O)[C@@H]1C[C@H]2CC[C@H](O)C[C@H]2N1Cc1c(F)cccc1Cl	-2%	8%	nt	3%	nt	14%	-7%	nt
6	O=C(O)c1ccc(CSc2ccccn2)cc1	5%	2%	5%	-3%	3%	3%	8%	0%
7	C=CCn1c(SCC(=O)O)nnc1-c1ccc(C(C)(C)C)cc1	-5%	3%	2%	1%	3%	-1%	5%	-20%
8	C=CCn1c(NCCO)nc2sc3c(c2c1=O)CCC3	-3%	5%	-1%	-8%	-5%	0%	8%	0%
9	O=c1c(Cc2ccccc2)c(O)ccn1Cc1ccc2c(c1)OCO2	-4%	-2%	3%	-5%	4%[11.4 µM]	11%	6%	0%
10	COc1ccc(C2=Nn3c(nnc3-c3cccnc3)SC2)cc1	2%	1%	-2%	-6%	-3%	0%	-6%	-2%
11	O=C(O)C(Cc1ccccc1)N1C(=O)c2cccc3cccc(c23)C1=O (centres undefined)	i	3%	?	-3%	8%	0%	-4%	1%
12	O=C(O)CCN1CC2([N+](=O)[O-])CC=C(OCCO)C([N+](=O)[O-])(C1)C2 (centres undefined)	i	1%	-6%	0%	nt	4%	2%	1%
13	Cc1ccc(S(=O)(=O)Nc2ccccc2C(=O)Nc2sccc2C(=O)NN(C)C)cc1	0%	3%	-1%	-2%	0%	5%	6%	?
14	Cc1onc(-c2ccccc2)c1-c1ccnc(N)n1	-2%	-11%	nt	1%	2%	0%	-1%	2%
15	Cc1ccc(C)c(NC(=O)C(=O)NCc2ccccn2)c1	-2%	-18%	3%	-1%	3%	2%	0%	9%
16	O=C(CCCCCNc1nc(=S)[nH]c2ccccc12)NCc1ccccc1Cl	0%	-5%	-1%	-2%	2%	9%	1%	2%
17	COc1cc(CC(=O)NCCc2ccc(S(N)(=O)=O)cc2)cc(OC)c1OC	i	0%	-13%[15.4 µM]	1%	nt	-3%	-3%	-7%
18	CCOC(=O)Cn1nnc(-c2ccc(OCC(C)C)cc2)n1	i	-6%	-5%	0%	10%	-1%	-6%	-12%
19	CCNc1nc(NCC)nc(SCCOc2ccc(C)cc2)n1	-15%	0%	?	-2%	36%[activator]	2%	-7%	-4%
20	O=C(CN1C(=O)CC(c2ccccc2)=Nc2ccccc21)NC1CCCCC1	-2%	-2%	0%	-4%	0%	2%	3%	2%
21	NC(=O)CC[C@@H]1NC(=O)[C@H](CO)NC(=O)c2cc([N+](=O)[O-])cc(I)c2NCC[C@@H](C(N)=O)NC(=O)[C@H](Cc2ccc(O)cc2)NC1=O	-7%	-5%	2%	-2%	14%	-2%	5%	2%
22	COc1ccc(-c2nc3n(n2)C(c2ccccc2Cl)C(C(N)=O)=C(C)N3)cc1 (centres undefined)	-7%	-3%	-2%[15.4 µM]	1%	4%	7%	-7%	9%
23	Cc1ccc(N2C(=O)C3CC3C2=O)cc1 (centres undefined)	-8%	-2%	-4%	-3%	-12%	3%	nt	-5%
24	COc1ccc(NC(=O)c2ccc([N+](=O)[O-])s2)c([N+](=O)[O-])c1	-3%	-1%	-7%	-5%	nt	-6%	-1%	2%
25	O=C(c1cccs1)N1CCN(S(=O)(=O)c2ccccc2)CC1	i	-4%	-4%	-2%	nt	-3%	4%	4%
26	CCOCCCNC(=O)C(c1ccc(C)cc1)N(Cc1ccc2c(c1)OCO2)C(=O)c1ccccn1 (centres undefined)	i	-4%	9%	-3%	35%[activator]	-5%	7%	-3%
27	CN(C)/C=C/C(=O)c1ncc(C(F)(F)F)cc1Cl	-13%	2%	-7%	-5%	-1%	10%	-4%	-7%
28	CN1C(=O)C2(C(C#N)=C(N)Oc3n[nH]c(-c4ccc(Cl)cc4)c32)c2ccccc21 (centres undefined)	16%	-7%	5%	0%	nt	3%	9%	13%
29	CC1=NN(C(=O)CCc2ccccc2)C(c2ccccc2)C1 (centres undefined)	8%	-4%	10%	-3%	-15%	6%	3%	10%
30	CCOC(=O)c1[nH]c2c(c1-c1ccccc1)C(=O)CC(c1ccc(OC)c(OC)c1)C2 (centres undefined)	-8%	3%	-5%	-1%	-9%	3%	1%	-3%
31	O=C(NC1CCCCCC1)C(=S)NCc1ccccc1	i	1%	1%	-1%	40%[activator]	-15%	0%	-4%
32	CC(CNC(=O)C1CCCCC1)NC(=O)C1CCCCC1 (centres undefined)	i	-4%	-6%	-2%	17%	-26%	-9%	6%

Single records, from the list above:
C=CCn1c(NCCO)nc2sc3c(c2c1=O)CCC3 is listed with RECQ1 helicase: -3%; TRb SRC2 PPI: 5%; GAA inhib: -1%; TR SRC2 fluor cs: -8%; L3MBTL1 block: -5%; RGS12 GoLoco inh: 0%; aGlu spleen mod: 8%; GAA glycogen mod: 0%
COc1ccc(NC(=O)c2ccc([N+](=O)[O-])s2)c([N+](=O)[O-])c1 is listed with RECQ1 helicase: -3%; TRb SRC2 PPI: -1%; GAA inhib: -7%; TR SRC2 fluor cs: -5%; L3MBTL1 block: nt; RGS12 GoLoco inh: -6%; aGlu spleen mod: -1%; GAA glycogen mod: 2%

Additional structures follow.
nr	Structure	RECQ1 helicase	TRb SRC2 PPI	GAA inhib	TR SRC2 fluor cs	L3MBTL1 block	RGS12 GoLoco inh	aGlu spleen mod	GAA glycogen mod
33	O=C(CCN1C(=O)C2C3C=CC(C3)C2C1=O)NCCc1ccccc1 (centres undefined)	-7%	-15%	-3%	1%	-8%	8%	2%	-2%
34	O=C(COC(=O)CCN1C(=O)c2cccc([N+](=O)[O-])c2C1=O)NCc1ccccc1	-6%	5%	-16%	1%	23%	4%	4%	5%
35	O=C(Nc1ccc(Cl)cc1)Nc1csc([N+](=O)[O-])c1	-2%	-8%	nt	-4%	nt	-1%	5%	2%
36	COc1ccc(NC(=O)Nc2ccc(N3CCOCC3)c3nonc23)c(OC)c1	i	-17%	-3%	-1%	24%	176%[activator]	-1%	2%
37	CN(C)[C@@H](CO)c1nnc([C@H](CCC(=O)O)NC(=O)C2CCNCC2)o1	-26%	11%	nt	-1%	13%	1%	-5%	17%
38	COc1ccc(/C=C(\C#N)C(=O)OCC(=O)Nc2ccc(C(C)(C)C)cc2)cc1	3%	0%	-9%	-1%	-11%	78%[activator]	-8%	-2%
39	Cc1ccc(-n2c(C)cc(C=C(C#N)C#N)c2C)cc1	-4%	-4%	-11%	-2%	-2%	1%	9%	-1%
40	O=C(C1=C(O)C(=O)N(c2ncccn2)C1c1ccc(F)cc1)c1ccco1 (centres undefined)	0%	-4%	nt	-4%	4%	15%	-3%	4%
41	CC(C)CCc1noc(CN2CCN(c3ccc(Cl)cn3)CC2)n1	i	-10%	nt	-5%	5%	7%	-2%	13%
42	CN1CCN(C(CC(=O)Nc2cccc(O)c2)C(=O)O)CC1 (centres undefined)	-1%	-8%	-1%	-5%	nt	2%	3%	0%
43	O=C(CCc1nc(-c2ccccc2)no1)NCC1CCCO1 (centres undefined)	-14%	-10%	-10%	2%	-6%	15%	-1%	-3%
44	C[C@@H]1NC(=O)C/C=C\[C@@H](C)[C@@H]2C=C[C@H](O)[C@@H](COC(=O)[C@H](C)NC(=O)C/C=C\[C@@H](C)[C@@H]3C=C[C@H](O)[C@@H](COC1=O)O3)O2	-3%[11.5 µM]	1%[11.2 µM]	nt	-5%[11.2 µM]	nt	nt	7%[17.4 µM]	nt
45	CN(C)CCCNS(=O)(=O)c1ccc(Oc2ncc(C(F)(F)F)cc2Cl)cc1	10%	-11%	3%	-4%	-6%	-2%	-12%	8%
46	CC(C)COC(=O)n1c(SCC(=O)N(C)C)nc2ccccc21	-2%	5%	-8%	-3%	1%	7%	2%	5%
47	C=CCC(CC(O)COCCC)C(=O)NNC(=S)Nc1ccccc1 (centres undefined)	-6%	4%	nt	0%	0%	2%	-10%	?
48	O=[N+]([O-])c1ccc(OCC(O)CNCCNc2nccc(C(F)(F)F)n2)cc1 (centres undefined)	i	3%	nt	0%	6%	5%	-3%	6%

Quoted from the listing:
Under TRb SRC2 PPI, no. 47 is entered as 4%
Under TR SRC2 fluor cs, no. 41 is entered as -5%

From PubChem
